Pf Dd2 inh: blocks in vitro growth of P. falciparum Dd2. Potency, µM (top dose mostly 28.9 µM), for the others: top-dose activity, negative = inhibition, actives largely listed as inhibitors. P. falciparum Dd2 growth, SYBR Green, 72 h. hit rate 4.3% among 120,000; active = well fitted inhibition curve with a large enough effect; inconclusive = small, poorly fitted or top-dose-only effect; inactive = no such curve, though single readings can be large or run the other way;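 note: plate controls were DMSO vehicle for no effect and reference drug for full effect; nearly all actives have a fitted effect of over 65% in size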
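Infected erythrocytes (Dd2, 0.3% parasitemia, 2.5% hematocrit final) are added to compound in RPMI-1640/Albumax II medium, grown 72 h at 37C in low oxygen, then lysed with saponin/Triton-X containing SYBR Green and read by fluorescence.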
Active calls of the source: *; i = inactive; ? = inconclusive; & = joins results of further samples; [ ] = dose if it differs, or a comment. Potency is the fitted concentration of half-maximal effect. Some of the compounds tested; rates above refer to the full screens.

SMILES | Pf Dd2 inh
CC1(c2noc(-c3ccccc3)n2)CCN(C(=O)CCC(=O)N2CC(=O)Nc3ccccc32)CC1 | ?
O=C(CCCN1C(=O)COc2ccc(C(=O)COc3cccc(Cl)c3)cc21)NCc1ccccc1 | -5%
Cc1c(-c2cc(C(=O)N3CCC(=O)N(CC4CC4)C(C(C)C)C3)no2)cnn1C (configuration not stated) | 1%
CN1Cc2cccn2CC1CNC(=O)Nc1ccccc1 (configuration not stated) | ?
COc1ccc(C(=O)NCCn2ccn3nc(-c4cc(C)ccc4C)cc3c2=O)c(OC)c1 | -2%
COC(=O)[C@H](CC1CCCCC1)NC(=O)[C@@H]1C[C@@H](NC(=O)Nc2cccc(F)c2)CCN1C(=O)CCC(=O)O | ?
COc1cccc(CN2C(=O)OC3(CCN(C(=O)C4CCOCC4)CC3)C2(C)c2cccnc2)c1 (configuration not stated) | i
CC1=C[C@@H](CN(C)C)[C@H](C(C)C)C[C@H]1Cc1nc2ncc(Cl)cc2[nH]1 | ?
COc1ccccc1C(=O)N1CCC(n2cc(-c3nc(-c4ccccc4)no3)nn2)C1 (configuration not stated) | ?
O=C(NCc1ccccc1Cl)c1c2c(nc3ccccc13)C(=O)N(C1CCCCC1)C2 | -14%
CSc1cccc(NC(=O)Cn2c(-c3cnccn3)nc(C)c(C)c2=O)c1 | -23%
CC(C)C(=O)N1CCC(Oc2cnc3c(ccn3-c3cncnc3)c2)CC1 | ?
CC(NC(=O)c1ccc2nccn2c1)c1ccccc1-n1cccn1 (configuration not stated) | -4%
CCN(C(=O)c1cc2c(=O)oc3ccc(C)cc3c2s1)c1ccccc1C | -16%
CCCC(CCC)C(=O)Nc1cccc(-c2cn3cccnc3n2)c1 | -8%
COCCn1c2c(c(=O)n1-c1ccccc1)CCN(C(=O)Cc1ccc3c(c1)OCO3)C2 | ?
COC[C@H]1C[C@@H](NS(=O)(=O)CC(C)C)[C@H](O)[C@@H]1O | 14%[44.1 µM]
Cc1oc2cc3oc(=O)c(CC(=O)NCc4ccccc4)c(C)c3cc2c1C | ?
CC1CCN(c2ccc(CNC(=O)C(C)C3CCOCC3)cc2)CC1 (configuration not stated) | -2%
O=C(CC1=C2CCCCC2NC1=O)Nc1ccccc1F (configuration not stated) | -9%
CSCC(=O)NCCC[C@H](NC(=O)[C@@H]1[C@@H](NC(=O)NC2CCCCC2)CCN1C(=O)CSC)C(N)=O | 12%
CCN(CCCNC(=O)c1cc2c(=O)[nH]c3ccccc3c2s1)c1ccccc1 | ?
O=C(c1nccc2ccccc12)N1CCC(n2cc(-c3nc(C4CC4)no3)nn2)C1 (configuration not stated) | 57%[activator]
CC(C)c1ccc(Nc2c(-c3ccccc3O)nc3cnccn23)cc1 | 3.5µM*
CC(=O)N1CCC2(CC1)CN(C(C)=O)Cc1ccccc1O2 | 9%
COc1ccc(CCNC(=O)c2cnn(-c3cccc(C)c3)c2C2CCNCC2)cc1OC | -20%
CCc1ccccc1NC(=O)Cn1c(=O)c(-c2noc(C)n2)c2n(c1=O)CCCC2 | -3%
O=C(Nc1ccc(F)cc1)c1ccc2c(c1)OCCN(c1ccccc1)C2 | ?
COc1ccc2c(c1)C1(CCNC1)C(=O)N2 (configuration not stated) | 14%
CCCCCn1c(=O)[nH]c2cc(C(=O)N3CCN(c4ccc(OC)cc4)CC3)ccc2c1=O | ?
COc1ccc(C(=O)NCC2(N3CCN(C)CC3)CCCCC2)cc1 | -14%
COc1ccc(-c2noc(-c3nnn4c3COC(c3ccc(F)cc3)C4)n2)cc1F (configuration not stated) | -9%
CC(=O)Nc1ccc(CNC2(Cc3cc(CN4CCOCC4)on3)COC2)cc1 | 3%[44.1 µM]
COc1ccc(CNC(=O)c2ccc(Cn3c(=O)c4cccn4c4cccnc43)cc2)cc1OC | 16%
Cc1cccc(-n2c(/C=C/c3c[nH]c4ccccc34)nc3ccccc3c2=O)c1 | ?
CN1CCc2c([nH]c3ccccc23)C12CCN(S(=O)(=O)c1cn(C)cn1)CC2 | ?
CCOC(=O)c1ccc(N=C2SC(C(=O)Nc3ccccc3)CC(=O)N2C)cc1 (configuration not stated) | i
O=C(N[C@H]1C[C@H]2C(=O)NC[C@@H](CCC(=O)N3CCCC3)N2C1)c1cccs1 | 2%[44.1 µM]
O=C1CC(c2ccc(C(F)(F)F)cc2)c2c(c3ccccc3oc2=O)O1 (configuration not stated) | 9%
Cc1ccc(NC(=O)N[C@H]2CCN3C(=O)[C@H]4CCCN4C(=O)[C@H]23)cc1 | -8%[44.1 µM]
COc1cccc(C(=O)NCCn2ccn3nc(-c4ccc(C)c(C)c4)cc3c2=O)c1OC | ?
CC(=O)OCC#CCSc1nnc(-c2cccc(Br)c2)o1 | -11%
CC1CCN(C(=O)CN2CCSc3ccc(S(=O)(=O)N(C)C)cc32)CC1 | ?
Cc1ccc(C)c(CSc2nnc3[nH]c(=O)cc(-c4ccccc4)n23)c1 | i
CCC(=O)N1CCc2cc(S(=O)(=O)CCC(=O)NCc3ccccc3Cl)ccc21 | 32%
CCn1ncc(CN2CCCCCNC(=O)[C@@H]3CCC[C@@H]32)c1C | ?
Nc1c(-c2nc(-c3ccncc3)no2)nnn1CC(=O)Nc1ccccc1 | -16%
Cc1cc(C(=O)N2CCN(c3ccccc3F)CC2)c2c(C)nn(-c3ccccc3)c2n1 | ?
Cc1ccc(S(=O)(=O)NCCn2c(C)cnc2C2CCC2)cc1F | ?
CCOC(=O)C1CCCN(S(=O)(=O)c2ccc3c(c2)oc(=O)n3C)C1 (configuration not stated) | -2%

Some of the entries so far, with tabs:
SMILES	Pf Dd2 inh
CC1(c2noc(-c3ccccc3)n2)CCN(C(=O)CCC(=O)N2CC(=O)Nc3ccccc32)CC1	?
O=C(CCCN1C(=O)COc2ccc(C(=O)COc3cccc(Cl)c3)cc21)NCc1ccccc1	-5%
Cc1c(-c2cc(C(=O)N3CCC(=O)N(CC4CC4)C(C(C)C)C3)no2)cnn1C (configuration not stated)	1%
CN1Cc2cccn2CC1CNC(=O)Nc1ccccc1 (configuration not stated)	?
COc1ccc(C(=O)NCCn2ccn3nc(-c4cc(C)ccc4C)cc3c2=O)c(OC)c1	-2%
COC(=O)[C@H](CC1CCCCC1)NC(=O)[C@@H]1C[C@@H](NC(=O)Nc2cccc(F)c2)CCN1C(=O)CCC(=O)O	?
COc1cccc(CN2C(=O)OC3(CCN(C(=O)C4CCOCC4)CC3)C2(C)c2cccnc2)c1 (configuration not stated)	i
CC1=C[C@@H](CN(C)C)[C@H](C(C)C)C[C@H]1Cc1nc2ncc(Cl)cc2[nH]1	?
COc1ccccc1C(=O)N1CCC(n2cc(-c3nc(-c4ccccc4)no3)nn2)C1 (configuration not stated)	?
O=C(NCc1ccccc1Cl)c1c2c(nc3ccccc13)C(=O)N(C1CCCCC1)C2	-14%
CSc1cccc(NC(=O)Cn2c(-c3cnccn3)nc(C)c(C)c2=O)c1	-23%
CC(C)C(=O)N1CCC(Oc2cnc3c(ccn3-c3cncnc3)c2)CC1	?
CC(NC(=O)c1ccc2nccn2c1)c1ccccc1-n1cccn1 (configuration not stated)	-4%
CCN(C(=O)c1cc2c(=O)oc3ccc(C)cc3c2s1)c1ccccc1C	-16%
CCCC(CCC)C(=O)Nc1cccc(-c2cn3cccnc3n2)c1	-8%

Continuation:
SMILES | Pf Dd2 inh
O=C(c1ccncc1)N1CCC2(CCCCO2)CC1 | 10%
Cc1ccc(NC(=O)C2CCN(c3nn4cc(-c5ccc(C)cc5)nc4s3)CC2)cc1 | 17%
Cc1cccc(CC2C(=O)Nc3ccccc32)c1 (configuration not stated) | -1%
CCOc1ccc(CCNC(=O)c2cc3c(=O)oc4ccc(C)cc4c3s2)cc1OCC | 25%
CCOc1cc(=O)n2c(c1C(=O)N1CCOCC1)CCCCC2 | i
CCn1cc(C(=O)N2CCCCCCNC(=O)CC2)cn1 | -6%
Cc1ccc(S(=O)(=O)Nc2cccn3nc(C4CCC4)nc23)cc1 | -21%
Cc1ccc(C(=O)CC2(O)C(=O)N(CCc3ccccc3)c3ccc(Cl)cc32)cc1 (configuration not stated) | i
COc1ccc(C(=O)N2CCCN(c3cc(-c4ccc(F)cc4)[nH]n3)CC2)cc1 | ?
CCOC(=O)c1ccc(Nc2nc3ccc(C(=O)c4ccccc4)cc3n3c(C)nnc23)cc1 | 13%
Cc1ccc(-n2c3c(c(=O)[nH]c2=O)C(NC(=O)C(C)(C)C)(C(F)(F)F)C(=O)N3)cc1 (configuration not stated) | 17%
COC(=O)c1ccc2c(=O)n(CCCCCC(=O)N3CCN(c4cccc(C)c4C)CC3)c(=O)[nH]c2c1 | -1%
CC1(c2ccccc2)N(Cc2ccccc2F)C(=O)OC12CCN(Cc1cccc(C#N)c1)CC2 (configuration not stated) | -26%
Cc1cccc(CSCc2ccc(C(=O)NCCc3ccccc3)o2)c1 | 5%
Cc1cc(=O)n(CC(=O)Nc2cc(Cl)ccc2C)c(N(C)Cc2ccccc2)n1 | ?
CCOc1ccc(CNC(=O)C2Cc3ccccc3N2C(=O)CC)cc1OC (configuration not stated) | 28%
COc1cc(-c2nc3c([nH]2)CCCNC3=O)ccc1O | -19%
COc1ccc(C(=O)NCc2nnc3ccc(-c4ccc(F)cc4)nn23)c(OC)n1 | i
CCc1ccc(NC(=O)CCCc2nc(-c3ccco3)no2)cc1 | 1%
CCc1cnc2c(c1SCC(=O)Nc1ccc(C)cc1C)c(=O)n(C)c(=O)n2C | -2%
Cc1ccc(Cn2c(C)c(CNC3CCCCC3)c(C(=O)O)c2C)cc1 | 21%[5.79 µM]
CN1CCCN(C(=O)C2CCCO2)c2ccccc21 (configuration not stated) | ?
Cc1cc2nc3n(c(=O)c2n1CC(=O)NCc1ccc(Cl)cc1)CCCCC3 | i
O=C1[C@@H]2C[C@@H](CN2C2COC2)Oc2ccccc2N1Cc1ccccn1 | -5%[44.1 µM]
COc1ccc(NC(=O)c2ccc3c(c2)NC(C)(COCC2CC2)CO3)cc1OC (configuration not stated) | i
CC1(C(=O)NCCc2c[nH]c3ccccc23)CCCCC(=O)N1 (configuration not stated) | i
COc1ccc(N2CCN(C(=O)CSc3c4c(nc5ccc(Cl)cc35)CCCC4)CC2)cc1 | ?
CC(C)(C)OC(=O)N1CCC(c2c(C(=O)Nc3ccc4c(c3)OCCO4)cnn2-c2ccc(F)cc2F)CC1 | 4µM*
O=C1[C@@H]2C[C@@H](CN2Cc2ccc3c(c2)OCO3)Oc2ccccc2N1CC1CC1 | 13µM*
O=C(Nc1cc(Cl)cc(Cl)c1)c1ccc(F)c(S(=O)(=O)NC2CCCC2)c1 | ?
O=C1NCCCCCN(Cc2cccnc2)[C@@H]2CN(C(=O)c3ccoc3)CC[C@@H]12 | 34%[activator]
Cc1ccc(CNC(=O)c2ccc3c(c2)N(Cc2ccccc2Cl)C(=O)CS3)cc1 | i
Cc1cccc(-c2noc([C@@H]3Cc4nc[nH]c4CN3C(=O)NC3CCCCC3)n2)c1 | ?
COC(=O)CNC(=O)N1CCC(OC2CCN(S(C)(=O)=O)CC2)CC1 | 3%
O=C(CCc1ccccc1)Nc1ccc([C@@H](O)[C@H]2COCC(=O)N2Cc2ccncc2)cc1 | i
COCCNC(=O)CN1C(=O)NC(c2ccccc2OC)C2=C1COC2=O (configuration not stated) | -4%
O=[S+]([O-])(c1cccs1)N1CCCC2(CC(Cc3ccccc3)=NO2)C1 (configuration not stated) | 13%
N#Cc1cccc(-c2ccc(=O)n3c2[C@@H]2C[C@@H](CN(C(=O)NC4CCCCC4)C2)C3)c1 | 15%[44.1 µM]
O=C(N[C@H]1C[C@H]2C(=O)NC[C@@H](CCC(=O)N3CCCCC3)N2C1)c1ccco1 | 4%[44.1 µM]
O=C(CSc1nc2cc3ccccc3cc2[nH]1)Nc1cccc(C(F)(F)F)c1 | 34%[activator]
COc1cccc(S(=O)(=O)N2CCC(Cc3nncn3C)C2)c1 (configuration not stated) | 32%
C[C@H](O)c1onc(-c2ccccc2)c1C(=O)N1CCCCC1 | -11%[44.1 µM]
O=C(C1CCN(c2cnc3nccnc3c2)CC1)N1CCCCCC1 | i
CC1=C[C@@H](CNC(=O)COCC(=O)O)[C@H](C(C)C)C[C@H]1Cc1nc2ccc(C)cc2[nH]1 | ?
CC(C)c1ccc(NC(=O)CN2C(=O)C(c3ccccc3)=NC2(C)C)cc1 | i
Cc1ccsc1CN(C(=O)c1oc2ccc(Br)cc2c1C)C1CCS(=O)(=O)C1 (configuration not stated) | ?
COCCn1c(C)cnc1CC1CCCN(C(=O)c2ccnn2C)C1 (configuration not stated) | 8%
CCc1cc(=O)n(CC(=O)N2CCN(c3ccccc3OC)CC2)c(-c2ccccc2)n1 | -22%
Cc1noc(C)c1COc1ccc(C(=O)N[C@@H]2CN(C(=O)NC(C)C)CCC[C@H]2O)cc1 | i
COC(=O)c1ccc(NC(=O)CCn2cccn2)cc1 | 19%
New compounds follow.
SMILES | Pf Dd2 inh
Cc1cc2nc(-c3ccc(Cl)cc3)cc(C(F)(F)F)n2n1 | -18%
CN(C)c1cccc(Oc2nnnn2[C@H]2CO[C@H]3[C@@H]2OC[C@@H]3NC(=O)Nc2cccc3ccccc23)c1 | ?
O=C(NCCC1CCN(C(=O)Nc2ccccc2F)CC1)C1CC1 | -9%
CCOC(=O)CCNC(=O)N1CCC(Cc2noc(-c3ccncc3)n2)C1 (configuration not stated) | ?
O=S(=O)(Nc1ccc(F)cc1F)c1ccc(-n2cccn2)cc1 | 20%
CCCCN(C)CCNC(=O)c1ccc(Cn2c(=O)[nH]c3cc(OC)c(OC)cc3c2=O)cc1 | i
CNC(=O)C1CCN(C(=O)C2CN(c3ccc(OC)cc3)C(=O)N2)C1 (configuration not stated) | 9%&-14%[44.1 µM]
CCOc1ccccc1C(=O)N1CC(=O)Nc2ccc(Cl)cc2C1c1ccccc1 (configuration not stated) | ?
CCOc1ccc(NC(=O)Cn2c(=O)n(CC3CCCO3)c(=O)c3ccccc32)cc1 (configuration not stated) | 5%
